# From PubChem BioAssay
# GIRK2 act: activators of NPY4-receptor-primed GIRK2 channels, summary, cell-based, HEK293, thallium flux; G protein-activated inward rectifier potassium channel 2 (Homo sapiens), P48051; HEK293 GIRK2/NPY4 cells, thallium flux fluorescence; activation (% efficacy), % for hits at 37.5 µM; 34,000 tested, under 10 active;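 active = primary screen hit, no activity in plain HEK293 cells, and in GIRK2-only cells above 5% efficacy rising with concentration; inactive = the rest, including fluorescent compounds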;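 note: efficacy is normalized control-subtracted fluorescence 15 s after thallium addition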
# Target sequence (P48051 whole entry, looked up): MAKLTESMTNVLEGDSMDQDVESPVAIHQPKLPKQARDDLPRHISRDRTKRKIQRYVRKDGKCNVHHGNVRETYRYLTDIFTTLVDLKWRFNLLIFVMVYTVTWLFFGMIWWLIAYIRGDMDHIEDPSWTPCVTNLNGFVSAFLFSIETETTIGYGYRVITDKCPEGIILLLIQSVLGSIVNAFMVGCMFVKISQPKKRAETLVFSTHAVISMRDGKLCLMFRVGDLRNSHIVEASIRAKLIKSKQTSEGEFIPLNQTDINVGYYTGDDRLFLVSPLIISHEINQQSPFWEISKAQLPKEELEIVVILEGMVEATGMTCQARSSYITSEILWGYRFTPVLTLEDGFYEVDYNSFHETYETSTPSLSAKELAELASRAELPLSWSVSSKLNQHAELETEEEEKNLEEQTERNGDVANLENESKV
# Calls only; i = inactive. Only part of the results is shown; the hit share may differ from the screen's.
SMILES,GIRK2 act
O=C(Nc1ccc(Cl)cc1Cl)N1CCN(c2ccc(-c3ccco3)nn2)CC1,i
Cc1cccc(Nc2ccc(NCCNC(=O)c3ccc(Cl)cc3Cl)nn2)n1,i
O=[N+]([O-])c1ccc(Cl)c(S(=O)(=O)NCCOc2ccc(-c3cccs3)nn2)c1,i
COc1cc(-c2noc(Cn3cnc4c(nnn4-c4cccc(Cl)c4)c3=O)n2)cc(OC)c1OC,i
CCCN1C(=O)C(C)(C)COc2cc(NC(=O)CCS(=O)(=O)c3ccccc3)ccc21,i
COc1ccc(-c2ccc(=O)n(CCNC(=O)NCc3ccccc3)n2)cc1OC,i
Cn1c(=O)[nH]c(=O)c2c1nc(Br)n2CCCSc1nc2ccccc2o1,i
CCOc1ccc(S(=O)(=O)NCC2CCN(C(=O)/C=C/c3ccco3)CC2)cc1F,i
Cc1ccccc1-c1cc2c(=O)n(Cc3nc(-c4ccccc4C)no3)ccn2n1,i
CCOC(=O)Cc1csc(NC(=O)CN2CCC(c3nnc(C(C)C)o3)CC2)n1,i
CCCS(=O)(=O)NCCn1nc(-c2ccccn2)n(C)c1=O,i
COc1ccc(NC(=O)CCCn2nc(-c3cccs3)ccc2=O)cc1,i
COc1ccc(C(=O)Nc2cc3c4c(c2)CCN4C(=O)CC3)cc1OC,i
O=C(Nc1ccc(-c2ccc(N3CCOCC3)nn2)cc1)Nc1ccc2c(c1)OCO2,i
O=C(CC1CCCCC1)N1CCN(c2ncnc3c2nnn3-c2ccc(Cl)cc2)CC1,i
C=CCc1ccc(OCC(O)CN2CCN(CC)CC2)c(OC)c1 (configuration not stated),i
COc1cc(NC(=O)c2n[nH]nc2Nc2cccc(Cl)c2)cc(OC)c1,i
O=S(=O)(NCC1(c2cccs2)CCOCC1)c1cccnc1,i
COc1ccccc1CCNC(=O)CCc1csc(NC(=O)c2cccs2)n1,i
Cc1cc(C)n(CC(=O)Nc2ccccc2F)c(=O)c1-c1nc(-c2ccc(Cl)cc2)no1,i
COc1cccc(OCC(=O)Nc2ccc(N3CCCCC3=O)cc2)c1,i
Cc1ccc(NS(=O)(=O)c2ccc([N+](=O)[O-])cc2)cc1N1CCCCC1=O,i
COCCn1nc(-c2ccc3c(c2)OCO3)ccc1=O,i
Cc1cc(C(=O)N(Cc2cccn2C)C2CC2)no1,i
COc1ccccc1Cc1noc(C2CN(CC(=O)NCc3ccccc3Cl)C2)n1,i
SMILES,GIRK2 act
Cc1nc(C(=O)Nc2ccc3c(C)cc(=O)[nH]c3c2)cs1,i
Cc1nn2c(C(C)(C)C)cc(C(=O)O)nc2c1-c1ccccc1,i
CN(Cc1ccccc1)S(=O)(=O)c1ccc(-c2nc(C#N)c(NCCN3CCOCC3)o2)cc1,i
CC(=O)Nc1ccc(NC(=O)CSc2nc(=O)n(CC3CCCO3)c3c2CCC3)cc1 (configuration not stated),i
Cc1cc(-c2nnc(NC(=O)c3ccc([N+](=O)[O-])o3)o2)n(C)n1,i
COc1ccc(SCCC(=O)Nc2ccc(OC)cc2[N+](=O)[O-])cc1,i
O=C(Cc1ccccc1Cl)N1CCN(C(=O)c2cnn3ccccc23)CC1,i
Cc1onc(-c2ccccc2Cl)c1C(=O)Nc1ccc2c(C)cc(=O)[nH]c2c1,i
COc1ccc(NC(=O)CN(Cc2ccc(Cl)cc2)S(=O)(=O)c2cccnc2)cc1,i
COC(=O)c1ccc(C(=O)NCC2CCN(C(=O)c3ccccc3F)CC2)cc1,i
O=C(NCc1n[nH]c(=O)c2ccccc12)C1(c2cccs2)CCCC1,i
O=C(NCCn1nc(-c2cccnc2)ccc1=O)Nc1ccc(OC(F)(F)F)cc1,i
CCOc1cccc2cc(C(=O)N3CCCC3)oc12,i
COc1ccc(-c2cc3c(=O)[nH]nc(SCc4cccc(Cl)c4)n3n2)cc1OC,i
COCC(C)(O)CNC(=O)c1ccc2c(c1)OCO2 (configuration not stated),i
N#Cc1ccc(C(=O)N(Cc2ccsc2)C2CC2)cc1,i
CC(C)(C)c1ccc(S(=O)(=O)Nc2ccc3c(c2)N(C(=O)C2CC2)CC3)cc1,i
CCN1CCN(C(=O)c2cc3c(=O)n4ccccc4nc3n2Cc2ccccc2)CC1,i
COc1ccc(F)cc1S(=O)(=O)Nc1ccc(CC(=O)NCC(F)(F)F)cc1,i
COc1ccccc1NC(=O)N1CCC(CNC(=O)Nc2cccc(C(F)(F)F)c2)CC1,i
COc1cn(CC(=O)Nc2ccc(F)cc2F)c(CSc2nc(C)cc(C)n2)cc1=O,i
CCN(CC)S(=O)(=O)c1ccc(C(=O)Nc2nnc(-c3ccc(Br)s3)o2)cc1,i
COc1ccc(OC)c(Nc2nnc(Cc3ccccc3)c(=O)[nH]2)c1,i
COc1ccc(CC(=O)N2CCC(CN3CCN(C)CC3C)CC2)cc1 (configuration not stated),i
CC(=O)OC1CCC2(C)C(=CCC3C2CCC2(C)C(C(C)=O)CCC32)C1 (configuration not stated),i
SMILES,GIRK2 act
COc1cc(C(=O)N2C(=S)C(c3ccc(Br)cc3)=NC2(C)C)cc(OC)c1OC,i
Cc1cc(C)c2nc(NC(=O)c3cc(C)no3)sc2c1,i
COc1ccc(CC(=O)NCC2CCN(S(=O)(=O)C3CC3)CC2)cc1OC,i
O=S(=O)(c1ccc(Cl)cc1)c1nc(-c2ccco2)oc1NCCCn1ccnc1,i
CCC(C(=O)NCC(C)(O)COC)c1ccccc1 (configuration not stated),i
NC(=O)c1ccc(NC(=O)c2ccc(=O)n(Cc3ccccc3F)c2)cc1,i
COc1cc(NC(=O)CSc2ccc(NC(=O)C(C)C)nn2)cc(OC)c1,i
N#Cc1ccc(C(=O)NCC2CCN(c3ncccn3)CC2)cc1,i
COc1ccccc1N1CCN(C(=O)c2snc(-c3cccc(F)c3)c2N)CC1,i
Cc1ccccc1NC(=O)CSc1nc(-c2ccccc2)[nH]c1S(=O)(=O)c1ccccc1,i
c1nc(N2CCN(Cc3ccc4c(c3)OCO4)CC2)c2c3c(sc2n1)CCCC3,i
CS(=O)(=O)c1ccc(Nc2nc(CC(=O)NCc3ccccc3Cl)cs2)cc1,i
O=S(=O)(NCC#CCN1CCc2ccccc2C1)c1ccc(Cl)s1,i
COc1cccc(NC(=O)N2CCC(c3nn(C)c(=O)n3-c3ccccc3)CC2)c1OC,i
CCOc1ccc(-c2ccc(=O)n(CCCC(=O)Nc3ccc(F)c(F)c3)n2)cc1,i
NCC(O)(c1ccccc1)C1CC1 (configuration not stated),i
COc1ccc(S(=O)(=O)Nc2ccc(CC(=O)N(C)C)cc2)c(OC)c1,i
CCC(CC)C(=O)N1CCN(c2ccc(-c3ccccc3)nn2)CC1,i
COc1ccc(-c2ccc(=O)n(CCNC(=O)Nc3cc(C)cc(C)c3)n2)cc1OC,i
O=C1C2C3C=CC(C3)C2C(=O)N1c1nccs1 (configuration not stated),i
CC(C)(C)n1nc2c(c1NC(=O)C(=O)NC1CCCCCC1)CS(=O)(=O)C2,i
O=C(COc1ncccn1)NCCNc1cc(-n2cccn2)ncn1,i
O=C(Cc1ccc(NS(=O)(=O)C2CC2)cc1)NCC(F)(F)F,i
O=C(Cc1ccc(F)cc1)NNC(=O)c1cccn(Cc2ccc(Cl)c(Cl)c2)c1=O,i
Cc1ncc([N+](=O)[O-])n1CCOC(=O)c1ccc(F)cc1,i

# An excerpt of these results, with bars between the fields:
canonical_smiles | GIRK2 act
Cc1ccc(NS(=O)(=O)c2ccc([N+](=O)[O-])cc2)cc1N1CCCCC1=O | i
Cc1ncc([N+](=O)[O-])n1CCOC(=O)c1ccc(F)cc1 | i
Cc1cc(C)n(CC(=O)Nc2ccccc2F)c(=O)c1-c1nc(-c2ccc(Cl)cc2)no1 | i
O=C(Cc1ccccc1Cl)N1CCN(C(=O)c2cnn3ccccc23)CC1 | i
O=C(Cc1ccc(F)cc1)NNC(=O)c1cccn(Cc2ccc(Cl)c(Cl)c2)c1=O | i
COc1ccc(SCCC(=O)Nc2ccc(OC)cc2[N+](=O)[O-])cc1 | i
CS(=O)(=O)c1ccc(Nc2nc(CC(=O)NCc3ccccc3Cl)cs2)cc1 | i

# Continuation:
SMILES,GIRK2 act
O=C(CCc1csc(NC(=O)c2cccs2)n1)NCC1CCCCC1,i
CCN(CC)C(=O)CSc1ncc(CO)n1Cc1ccccc1,i
O=C(CSCc1ccccc1)Nc1cc(Cl)ccc1Cl,i
O=C(NCC1COC2(CCCC2)O1)C(=O)NC1CCCCC1 (configuration not stated),i
CCOC(=O)c1c(NC(=O)/C(C)=C\C(=O)O)sc(C)c1C,i
CN(C)C(=O)Cc1ccc(NC(=O)Nc2ccccc2)cc1,i
COc1ccc(-c2noc(CS(=O)(=O)c3ccc(Cl)cc3)n2)cc1OC,i
O=C(Cc1cc(-c2ccc(Cl)cc2)on1)Nc1ccc2c(c1)OCCO2,i
O=C(NCc1ccc(F)cc1)C(=O)NCC(c1ccc(F)cc1)N1CCOCC1 (configuration not stated),i
CCN(CC)C(=O)CSC1=NS(=O)(=O)c2ccccc2N1Cc1ccccc1,i
CS(=O)(=O)c1cccc(S(=O)(=O)Nc2ccc([N+](=O)[O-])cc2)c1,i
Cc1cc(S(=O)(=O)N2CCC(C(N)=O)CC2)ccc1F,i
CC(C)Oc1ccc(C(=O)NCC2CCN(Cc3ccco3)CC2)cc1,i
COc1cc(C)ccc1NC(=O)Cc1csc(SCC(=O)c2ccc(F)cc2)n1,i
CC(C)OCCCN1COc2ccc3c(=O)c(-c4ccc(Cl)cc4)coc3c2C1,i
CCCS(=O)(=O)NCCNc1cc(-n2nc(C)cc2C)ncn1,i
O=C(NCCOc1ccc2nnc(-c3cccc(F)c3)n2n1)Nc1ccc2c(c1)OCO2,i
CSCCC(C)(O)CNC(=O)c1ccc(F)c(F)c1 (configuration not stated),i
O=C(NCc1ccc(F)cc1)NC1CCCC(O)C1 (configuration not stated),i
CCCOc1cn(-c2ccc(F)cc2)nc1C(=O)N1CCC(C(=O)OCC)CC1,i
Cc1c(C(=O)NCc2c(F)cccc2F)c(=O)oc2ccccc12,i
COc1ccc(Cl)cc1NC(=O)CC(C)n1nc(C)c(Cl)c1C (configuration not stated),i
COc1ccc(C)c2sc(N(Cc3ccncc3)C(=O)c3ccc(C#N)cc3)nc12,i
CC(Oc1ccccc1)C(=O)N1CCN(c2ccc(-c3cccnc3)nn2)CC1 (configuration not stated),i
O=C(NCCCN1CCOCC1)C(=O)Nc1ccc(F)c(Cl)c1,i

# Random excerpt: two compounds from above, in no set order.
SMILES,GIRK2 act
COc1ccc(C)c2sc(N(Cc3ccncc3)C(=O)c3ccc(C#N)cc3)nc12,i
CCN(CC)C(=O)CSc1ncc(CO)n1Cc1ccccc1,i

# Structures from the list above with a cyano group:
SMILES,GIRK2 act
CN(Cc1ccccc1)S(=O)(=O)c1ccc(-c2nc(C#N)c(NCCN3CCOCC3)o2)cc1,i
N#Cc1ccc(C(=O)N(Cc2ccsc2)C2CC2)cc1,i
N#Cc1ccc(C(=O)NCC2CCN(c3ncccn3)CC2)cc1,i
COc1ccc(C)c2sc(N(Cc3ccncc3)C(=O)c3ccc(C#N)cc3)nc12,i

# Continuation.
SMILES,GIRK2 act
CCOc1ccccc1C(=O)N1CCN(c2nccn2CC)CC1,i
Cc1ccc(NS(=O)(=O)c2cccs2)cc1N1CCCCC1=O,i
CSc1cccc(NC(=O)Cn2nc(C(=O)N3CCOCC3)cc2C2CC2)c1,i
O=S(=O)(/C=C/c1ccccc1)N1CCN(c2ccc(-c3cccnc3)nn2)CC1,i
CC(C)c1ccc(Cc2nnc(N3CCOCC3)[nH]c2=O)cc1,i
COc1ccc(-c2cc(CC(=O)Nc3ccc(OC(F)(F)F)cc3)no2)cc1OC,i
COc1ccc(-c2cc(=O)n(CC(=O)NCCc3ccccc3)cn2)cc1,i
COc1ccc(S(=O)(=O)NCC(c2cccn2C)N2CCCC2)cc1OC (configuration not stated),i
CS(=O)(=O)N1CCCC1C(=O)Nc1sccc1C#N (configuration not stated),i
O=C(NCC1CCN(Cc2cccs2)CC1)c1ccc(F)c(F)c1,i
Cc1cc(C)c2sc(NC(=O)C3CCCC3)nc2n1,i
CS(=O)(=O)N1CCC(C(=O)N(Cc2cccnc2)c2nc3c(F)cccc3s2)CC1,i
O=C(Nc1cccc(N2CCCCC2=O)c1)c1ccco1,i
CC(=O)Nc1ccc(NC(=O)CN2CCC(c3cccs3)CC2)cc1,i
COc1ccc(NC(=O)C(=O)NCCc2c[nH]c3ccccc23)c(OC)c1,i
Cn1c(NCCO)nc2c1c(=O)n(CCC(N)=O)c(=O)n2C,i
CCCCCNC(=O)c1c(C(F)(F)F)nn(C2CCN(C(C)C)CC2)c1C,i
O=S(=O)(NCC(O)c1ccc(C(F)(F)F)cc1)c1ccc2c(c1)OCCO2 (configuration not stated),i
CC(=O)Nc1ccc(S(=O)(=O)N2CCN(C(=O)c3cnn4ccccc34)CC2)cc1,i
CCCCc1ccc(NC(=O)Cn2nc(C(=O)N3CCOCC3)cc2C)cc1,i
COc1ccc(NC(C)=O)cc1NC(=O)CCc1csc(NC(=O)c2cccs2)n1,i
CCN(C1CCCCC1)S(=O)(=O)c1ccc(C(=O)Nc2nnc(-c3ccc(F)cc3)o2)cc1,i
O=C(NCc1nc(-c2ccccc2)no1)c1ccc2c(c1)ncn2-c1ccccc1,i
COC(=O)c1ccc(C(=O)NCC2CCN(C(=O)COc3ccccc3)CC2)cc1,i
CSc1ccccc1NC(=O)Cc1c(C)[nH]c(=O)[nH]c1=O,i
SMILES,GIRK2 act
CS(=O)(=O)CCN1CCNCC1,i
COc1cccc(NC(=O)C(=O)NCCCOC(C)C)c1,i
COc1ccc(NC(=O)c2ncc(-c3ccccc3)o2)cc1N1CCCCC1=O,i
Cn1nc(CNC(=O)COc2ccccc2F)c2ccccc2c1=O,i
O=C(NCCNC(=O)C(c1ccccc1)c1ccccc1)c1ccc(NC(=O)C2CC2)cc1,i
Nc1c(C(=O)NC2CCCCC2)nnn1-c1ccc(Cl)cc1,i
Cc1cc(C)n(CC2CCN(C(=O)COc3ccc(Cl)cc3Cl)CC2)n1,i
COc1cccc2cc(C(=O)N3CCC(c4cccs4)CC3)oc12,i
O=C(c1ccc(C(F)(F)F)cc1)N(CCc1ccccc1)Cc1ccccn1,i
COc1ccc(SCCC(=O)Nc2c(C(N)=O)oc3ccccc23)cc1,i
COc1cccc(Nc2nnc(CC(=O)NC3CCCCCC3)s2)c1,i
